Screening results (PubChem)
Ub-GFP proteasome – Ubiquitin-GFP Assay. Ubiquitin-GFP reporter cells, proteasome inhibition, GFP fluorescence; response scale: untreated = 0%, 10 µM MG-132 = 100%. Potency, µM (highest dose often 45.9 µM), inactives show at the highest dose activation (GFP accumulation), most hits filed as activators. 67,000 tested, under 10 active; active = well fitted activation curve with a large enough effect, not every such curve was filed as active; inconclusive = small, poorly fitted or top-dose-only effect, or another doubt; inactive = no such curve, though single readings can be large or run the other way; note: potency is the fitted concentration of half-maximal effect
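U2OS Ub(G76V)-GFP reporter; O/N plating, 0.5% FBS; cpd 46 uM–2.9 nM, 4 h, 37 °C; GFP+ cell count, 488/515 nm; norm. to basal vs 10 uM MG-132; CRC fit.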
Rhodamine fluor – qHTS Assay for Spectroscopic Profiling in Rhodamine Spectral Region. Rhodamine-region fluorescence, 547/598 nm, Tris buffer; hits give high values. hit rate 0.05% among 59,000. max dye-equivalent concentration, M; in the data active = max dye-equivalent concentration above about 11 nM; inconclusive = between about 1.1 nM and that limit
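Compound fluorescence in 100 mM Tris, pH 8.0, read after 15 min at room temperature with 547 nm excitation and 598 nm emission. Output is dye-equivalent concentration from an on-plate rhodamine standard series.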
4MU fluor – qHTS Assay for Spectroscopic Profiling in 4-MU Spectral Region. hit rate 11% among 59,000. AID 589, 2007. max dye-equivalent concentration, M. compound autofluorescence, 340/450 nm, 4-MU equivalents; hits give high values; in the data active = max dye-equivalent concentration above about 10 nM; inconclusive = mostly about 1.1 nM to 9.6 nM
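Compounds in 100 mM Tris, pH 8.0, sat 15 min at room temperature before fluorescence was read at 340 nm excitation/450 nm emission; a per-plate six-point 4-MU standard curve converted signals to dye-equivalent concentration at each compound concentration.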
Texas Red fluor – qHTS Assay for Spectroscopic Profiling in Texas Red Spectral Region; Compound fluorescence, Texas Red channel, 547/618 nm; hits give high values; max dye-equivalent concentration, M; hit rate 0.06% among 59,000; in the data active = max dye-equivalent concentration above about 10 nM; inconclusive = between about 1.1 nM and that limit
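Fluorescence at ex 547/em 618 nm, normalized against an on-plate Texas Red standard series to give dye-equivalent concentration per compound concentration. Buffer 100 mM Tris, pH 8.0; 15 min RT incubation before CCD imaging.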
HBB splicing – qHTS Assay for Modulators of Hemoglobin Beta Chain Splicing; Potency, µM (top dose mostly 46.1 µM), for the others: at the highest dose activation, usual class: activators; hit rate 0.06% among 65,000; HBB splicing reporter cell assay, activation; EGFP reporter with mutant IVS2-654 intron; response scale: normalised to 500 nM splice-correcting PNA; note: potency is the fitted concentration of half-maximal effect; 0% is about no effect
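Compounds were applied for 2 days to HeLa EGFP-654 cells, 500/well in Optimem with 2% FCS. The reporter's EGFP is disrupted by mis-splicing of beta-globin intron IVS2-654. Readout: summed well GFP fluorescence from 488 nm laser scanning; reference was 500 nM antisense […] 654 PNA.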
HADH2 inhib – qHTS Assay for Inhibitors of HADH2 (Hydroxyacyl-Coenzyme A Dehydrogenase, Type II) | AID 886, 2007 | hit rate 3.4% among 73,000 | 3-hydroxyacyl-CoA dehydrogenase type-2 (Homo sapiens), Q99714 | recombinant HADH2, NADH fluorescence, beta-hydroxybutyryl-CoA | Potency, µM (titrated, usually from 57.1 µM), for the others: top-dose activity change, negative = inhibition, hits mostly inhibitors; note: potency is the fitted concentration of half-maximal effect; % is set by controls: 0 for no effect and ±100 for the full control effect; nearly all actives have a fitted effect of over 60% in size; many of its hits are not listed in these tables
Target sequence (Q99714 whole entry, looked up, one chain of several): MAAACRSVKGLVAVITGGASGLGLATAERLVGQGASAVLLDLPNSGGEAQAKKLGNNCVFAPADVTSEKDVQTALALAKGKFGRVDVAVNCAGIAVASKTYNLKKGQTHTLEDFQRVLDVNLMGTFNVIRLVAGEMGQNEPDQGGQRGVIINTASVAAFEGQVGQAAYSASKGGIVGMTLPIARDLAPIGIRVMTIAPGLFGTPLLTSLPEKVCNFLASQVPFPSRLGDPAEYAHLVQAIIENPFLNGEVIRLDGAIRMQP
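20 nM HADH2 + cpd, 15 min RT; add 1 mM NAD+/90 uM beta-hydroxybutyryl-CoA; kinetic fluorescence 360/450 nm, 4 min. Tris-HCl pH 9.0, 0.01% Tween-20.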
Epigenetic mod – qHTS Assay for Epigenetic Modulators | mouse C127i GFP locus derepression, cytometry, 30 h | Potency, µM (titrated, usually from 46.1 µM), for inactives: at the highest dose GFP derepression (activation) | hit rate 0.09% among 68,000; note: % of control where 0% means no effect
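Read-out is the number of GFP-positive cells, scored as fluorescent objects 20 to 120 um wide, reflecting derepression of a silenced CMV-GFP reporter in murine C127i cells after 30 h compound exposure at 37 C.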
Hsp90 Hop PPI – qHTS Assay for Disrupters of an Hsp90 Co-Chaperone Interaction | Hsp90 C-terminal peptide / TPR2A (Hop) interaction, human | AlphaScreen TPR2A-His6 binding biotin-Hsp90 C-terminal peptide | Potency, µM (highest dose often 57 µM), for inactives: at the top dose activity change, negative = inhibition | hit rate 0.44% among 71,000; active = well fitted curve in either direction with a large enough effect; inconclusive = small, poorly fitted or top-dose-only effect, or another doubt; note: potency is the fitted concentration of half-maximal effect; % is set by controls: 0 for no effect and ±100 for the full control effect; many of its hits are not listed in these tables
DNA Pol III inh – qHTS Assay for Inhibitors of DNA Polymerase III Holoenzyme System. AID 603, 2007. reconstituted DNA polymerase III holoenzyme replication, biochemical. hit rate 0.25% among 71,000. Potency, µM (highest dose often 57.1 µM), inactives show at the top dose activity change, negative = inhibition; note: potency is the fitted concentration of half-maximal effect; % is set by controls: 0 for no effect and ±100 for the full control effect
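Reconstituted *E. coli* holoenzyme (0.35 nM Pol III, 1 nM beta, 154 nM SSB, 2 nM primase) was preincubated with compound for 15 min at RT. Synthesis on 1.4 nM ssM13Gori ran 35 min, then was stopped with PicoGreen/EDTA and read as dsDNA fluorescence.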
ALOX15 inhib – qHTS Assay for Inhibitors of 15-hLO (15-human lipoxygenase); AID 887, 2007; Polyunsaturated fatty acid lipoxygenase ALOX15 (Homo sapiens), P16050; hit rate 1.4% among 74,000; Potency, µM (highest dose often 57.1 µM), inactives show top-dose activity change, negative = inhibition, hits mostly inhibitors; purified 15hLO-1, xylenol orange hydroperoxide absorbance; note: potency is the fitted concentration of half-maximal effect; % is set by controls: 0 for no effect and ±100 for the full control effect; nearly all actives have a fitted effect of over 55% in size
Target sequence (P16050 whole entry, looked up): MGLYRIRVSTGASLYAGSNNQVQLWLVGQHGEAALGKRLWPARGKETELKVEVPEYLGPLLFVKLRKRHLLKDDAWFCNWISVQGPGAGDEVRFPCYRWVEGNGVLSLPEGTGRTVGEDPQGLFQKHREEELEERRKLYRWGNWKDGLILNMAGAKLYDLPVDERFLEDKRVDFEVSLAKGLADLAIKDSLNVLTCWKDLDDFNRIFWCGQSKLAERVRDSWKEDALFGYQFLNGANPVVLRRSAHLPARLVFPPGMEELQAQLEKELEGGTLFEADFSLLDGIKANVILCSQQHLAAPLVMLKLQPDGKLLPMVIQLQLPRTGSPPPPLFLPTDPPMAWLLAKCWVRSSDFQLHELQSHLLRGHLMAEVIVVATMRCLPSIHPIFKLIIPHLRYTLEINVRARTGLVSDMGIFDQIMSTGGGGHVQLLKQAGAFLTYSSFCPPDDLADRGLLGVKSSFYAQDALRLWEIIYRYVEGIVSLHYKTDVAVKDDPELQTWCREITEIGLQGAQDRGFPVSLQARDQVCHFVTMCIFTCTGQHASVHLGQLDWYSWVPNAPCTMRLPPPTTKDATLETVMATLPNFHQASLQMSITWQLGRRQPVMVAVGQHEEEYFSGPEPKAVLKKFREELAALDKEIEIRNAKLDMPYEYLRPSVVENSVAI
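Hydroperoxide formed from arachidonic acid (50 uM) by purified human 15hLO-1 (40 nM) oxidizes ferrous iron, and the ferric-xylenol orange complex is read at 573 versus 405 nm. Compounds were preincubated 15 min; reaction ran 6 min at room temperature.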
Fluorescein autfl – qHTS Assay for Spectroscopic Profiling in Fluorescein Spectral Region. Compound autofluorescence, 480/540 nm, fluorescein-equivalent; hits give high values. max fluorescein-equivalent concentration, M. hit rate 0.91% among 59,000. AID 593, 2007; in the data active = max fluorescein-equivalent concentration above about 10 nM; inconclusive = between about 1.1 nM and that limit
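Library compounds, added at multiple concentrations to pH 8.0 Tris buffer (100 mM), incubate 15 min at room temperature before CCD imaging at 480 nm excitation and 540 nm emission.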
Active calls of the source: *; i = inactive; ? = inconclusive; nt = no result given; [ ] = remark or other dose. Unless noted, calls come from the whole dose curve; as a rule, active = well fitted curve in the direction sought with a large enough effect; inconclusive = small, poorly fitted or top-dose-only effect, or another doubt; inactive = no such curve, though single readings can be large; an effect the other way counts as inactive or inconclusive.

| SMILES | ALOX15 inhib | DNA Pol III inh | HBB splicing | Epigenetic mod | Fluorescein autfl | 4MU fluor | HADH2 inhib | Hsp90 Hop PPI | Texas Red fluor | Ub-GFP proteasome | Rhodamine fluor |
| --- | --- | --- | --- | --- | --- | --- | --- | --- | --- | --- | --- |
| CCN1C(=O)CC(C(=O)NC)SC1=Nc1cc(Cl)c(O)c(Cl)c1 (stereo unspecified) | -1.5% | -3.6% | -2.8% | -0.2% | i | i | 3.8% | 0.2% | i | -5.1% | i |
| FC(F)(F)c1cc(-c2ccco2)nc(N2CCOCC2)n1 | -8.2% | -4.7% | 0.6% | 0.0% | i | ? | 1.1% | 24.2% | i | -6.3% | i |
| O=C(Cn1cnc2c(nnn2Cc2ccccc2F)c1=O)NCc1ccco1 | 3.2% | -4.6% | -1.7% | 1.1% | i | i | 5.3% | -9.2% | i | -10.8% | i |
| CN(C)CCNC(=O)C(C(=O)c1ccccc1)n1ccccc1=O (stereo unspecified) | 8.2% | -7.4% | -1.6% | -1.3% | ? | i | -9.4% | -2.7% | i | 3.4% | i |
| CCC(C)NC(=O)c1ccccc1NC(=O)C(C)N(c1ccccc1)S(C)(=O)=O (stereo unspecified) | -5.6% | -5.7% | 0.4% | -2.6% | i | i | -0.7% | -2.0% | ? | -6.1% | i |
| Cn1c(N2CCCC2)nc2c1c(=O)n(Cc1ccc(F)cc1)c(=O)n2C | 1.0% | -2.1% | 4.3%[0.369 µM] | 1.6% | i | i | 6.9% | -3.2% | i | -3.4% | i |
| CCC(c1nnnn1CCOC)N1CCN(Cc2ccccc2)CC1 (stereo unspecified) | 1.8% | -3.0% | -0.1%[57.5 µM] | -1.2% | i | i | 3.5% | -2.4% | ? | 0.8% | i |
| Cc1nn(Cc2ccc(Cl)c(Cl)c2)c(C)c1NC(=O)c1cc(-c2ccc3c(c2)OCO3)on1 | -6.9% | 4.4% | 0.3% | 28.7% | i | ? | -7.2% | -7.3% | ? | 21.6% | i |
| CCS(=O)(=O)N1CCCC(C(=O)NCc2ccccc2Cl)C1 (stereo unspecified) | 4.0% | -1.0% | 0.1% | 2.1% | i | i | -4.8% | -2.7% | i | -5.5% | i |
| Cc1nnc(NC(=O)CSc2nnc(Cc3cccn3C)n2-c2cccc(C(F)(F)F)c2)s1 | -12.5% | 0.9% | 0.9% | nt | nt | nt | -0.2% | -13.6% | nt | -1.5% | nt |
| C[C@@H]1C[C@H](Nc2ccccc2)c2ccccc2N1C(=O)c1cccnc1 | nt | nt | nt | -4.9%[20.6 µM] | ? | i | nt | nt | i | nt | i |
| COc1cc(C2c3c(oc4ccccc4c3=O)C(=O)N2c2ccc(C)cn2)ccc1O (stereo unspecified) | -5.9% | 0.0% | 0.0% | -6.9% | nt | nt | -2.7% | -9.6% | nt | -6.2% | nt |
| CCOc1ccc(NC2CCN(C(C)=O)CC2)cc1 | -3.5% | -2.7% | -0.4% | -2.3% | nt | nt | 0.1% | -6.2% | nt | 6.2% | nt |
| O=C(NCc1ccc2c(c1)OCO2)c1ccc(NS(=O)(=O)c2ccc3c(c2)OCCO3)cc1 | -10.3% | -1.6% | -1.5%[57.5 µM] | -2.6% | i | i | -16.9% | -1.0% | i | 6.1% | i |
| COCCn1c(=O)c(C)nc2cnc(Oc3cccc(Cl)c3)nc21 | -3.3% | -9.5% | -0.3% | 0.0%[9.22 µM] | i | i | 6.8% | -5.5% | i | 12.0% | i |
| CC(=O)[C@@]1(O)CC[C@@H]2[C@@H]3CCC4=CC(=O)CC[C@@]4(C)[C@H]3CC[C@]21C | -4.5% | 21.9% | 0.4% | -3.2% | i | i | 4.6% | -0.1% | ? | 1.6% | i |
| Cc1ccc(Cl)cc1N1CCN(C(=O)C2CCN(c3nnc(-n4cccc4)s3)CC2)CC1 | -3.5% | -0.3% | -1.2% | -1.6% | nt | nt | 8.7% | 0.9% | nt | 6.6% | nt |
| O=S(=O)(O)c1ccc(N=Nc2ccc3c(S(=O)(=O)O)cccc3c2O)c2ccccc12 | -11.8%[11.4 µM] | -8.1%[11.4 µM] | -0.2%[9.22 µM] | 3.0%[9.22 µM] | i | i | -5.8%[11.4 µM] | ? | i | 0.0%[9.17 µM] | i |
| Cn1c(C(=O)N2CCN(c3ccccc3F)CC2)cc2c(=O)n(C)c3ccccc3c21 | -8.2% | -0.7% | 0.0% | nt | nt | nt | ? | -5.9%[2.3 µM] | nt | -8.6% | nt |
| COCCOC(=O)C1=C(C)Nc2ncnn2C1c1ccccc1 (stereo unspecified) | -5.9% | -14.8% | 1.4%[0.369 µM] | -2.1% | i | i | -8.5% | -2.8% | i | nt | i |
| CC(=O)NCCn1c(SCc2cc(=O)n3cc(Cl)ccc3n2)nc2ccccc2c1=O | 0.5% | 2.3% | -1.1% | 5.1% | i | 4.49e-08M* | -7.3% | -2.1% | ? | 6.7% | i |
| CC1Cc2ccccc2N1C(=O)CN1C(=O)CN(C)C(=O)c2ccccc21 (stereo unspecified) | 9.2% | -9.5% | nt | 0.0% | i | i | 3.5% | 1.1% | i | -7.0% | i |
| CCOc1cc(C2C3=C(CCCC3=O)N(C)C3=C2C(=O)CCC3)cc(Cl)c1O | -17.7% | -4.7% | nt | 0.0% | i | 1.37e-08M* | -11.3% | -2.0% | i | 1.2% | i |
| O=S(=O)(c1ccccc1)N1CCC2(CCN(c3ccccc3)CC2)CC1 | -7.6% | 5.0% | 3.1% | -2.3%[9.22 µM] | i | i | 5.5% | -13.5% | i | -6.7% | i |
| CCOC(=O)C1CCCN(C(=O)c2cc(Nc3ccc(OC)c(OC)c3)nc3ccccc23)C1 (stereo unspecified) | -18.1% | -5.1% | -2.8% | 2.3% | ? | i | -3.8% | -14.5% | i | 17.0% | i |
| CCc1nc(SCC(=O)N2CCCc3ccccc32)c2c(=O)n(C)c(=O)n(C)c2n1 | 4.9% | 1.4% | -0.7% | nt | nt | nt | -7.6% | -2.7% | nt | 8.0% | nt |
| Cc1cccc(N2CCN(C(=O)CCCn3c(=S)[nH]c4cc5c(cc4c3=O)OCO5)CC2)c1C | -23.4% | -0.5% | 4.1%[0.369 µM] | 0.0% | i | i | -11.4% | -7.8% | i | -3.4% | i |
| O=C(Nc1ccccc1N1CCCC1)c1ccc2c(c1)OCO2 | ? | -2.4% | 0.3% | 0.3% | ? | i | -5.6% | -4.3% | i | -4.2% | i |
| CN(C)c1ncc2nc(-c3cc(F)cc(F)c3)c(=O)n(CCC#N)c2n1 | 3.2% | -1.2% | 7.4% | 2.7%[9.22 µM] | ? | ? | -2.9% | -2.6% | i | -8.9% | i |
| Cc1ccc(-n2ncc3c(NCc4ccccc4)ncnc32)cc1 | -0.8% | -1.8% | -1.8%[0.369 µM] | -2.1% | i | 2.45e-08M* | ? | -1.7% | i | nt | i |
| CCC(C)Sc1nc2c(c(=O)[nH]c(=O)n2C)n1CCc1ccccc1 (stereo unspecified) | -2.3% | -3.2% | -1.9% | 0.0% | ? | i | 3.6% | -0.3% | ? | -3.9% | i |
| COC(=O)C1C(=O)CC(C)(O)C(C(=O)OC)C1c1ccccc1F (stereo unspecified) | nt | nt | nt | -2.6%[20.6 µM] | i | i | nt | nt | i | nt | i |
| COc1ccc(NC(=O)c2cc(OC)c(OC)c(OC)c2)cn1 | 3.5% | -6.3% | 1.7% | -2.7% | i | i | 3.1% | -1.7% | ? | 2.5% | i |
| Cc1ccccc1Cn1cc(NC(=O)c2noc3c2CC(C(C)(C)C)CC3)cn1 (stereo unspecified) | -13.3% | -2.6% | 1.2% | 11.4% | i | i | 1.0% | 0.8% | i | -13.6% | i |
| CCOC(=O)COc1ccc2cc(C(=O)OCC)c(=O)oc2c1 | -0.4%[11.4 µM] | -5.9%[11.4 µM] | 0.9%[0.0738 µM] | -1.5% | nt | nt | 3.98µM* | -0.1%[11 µM] | nt | 18.2%[9.17 µM] | nt |
| COc1ccc(Nc2nc(C)c3ccccc3n2)cc1 | -25.7% | 2.6% | nt | -2.3% | i | ? | -11.0% | 6.5% | i | -1.3% | i |

Some of the compounds tested. The share of hits here may be higher or lower than overall.
